M5 PAM – human M5 muscarinic receptor positive allosteric modulators, primary screen, CHO-K1 cells, Fluo-8 calcium fluorescence | Muscarinic acetylcholine receptor M5 (Homo sapiens), P08912 | CHO-K1 hM5, ACh EC20 PAM; 0% = ACh EC20, 100% = ACh EC100 | activation, % at 3 µM | 0.3% of 360,000 active;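 active = activation above the run cutoff, the mean activation of all test compounds plus 3 SD, cut at about 18% in these data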
Target sequence (P08912 whole entry, looked up): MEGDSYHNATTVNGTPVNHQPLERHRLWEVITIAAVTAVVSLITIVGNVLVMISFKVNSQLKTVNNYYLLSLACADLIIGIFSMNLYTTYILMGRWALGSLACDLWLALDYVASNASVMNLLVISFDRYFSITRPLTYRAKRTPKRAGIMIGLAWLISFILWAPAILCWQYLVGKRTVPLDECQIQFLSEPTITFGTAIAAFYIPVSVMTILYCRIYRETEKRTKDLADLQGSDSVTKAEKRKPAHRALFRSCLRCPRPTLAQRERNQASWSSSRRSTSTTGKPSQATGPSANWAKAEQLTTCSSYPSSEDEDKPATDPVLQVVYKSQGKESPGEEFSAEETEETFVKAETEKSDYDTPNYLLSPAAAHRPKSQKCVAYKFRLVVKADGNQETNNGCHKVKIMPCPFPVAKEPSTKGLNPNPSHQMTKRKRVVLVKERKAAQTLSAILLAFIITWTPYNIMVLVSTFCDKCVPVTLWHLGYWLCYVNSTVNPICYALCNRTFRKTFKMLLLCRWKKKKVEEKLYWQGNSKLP
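system = human M5 receptor in CHO-K1 cells | compound = one concentration, 3 µM final (nominal) | schedule = Post-acetylcholine fluorescence recording 140 s | signal = Fluo-8 calcium dye fluorescence, kinetic read | benchmarks = low control EC20 acetylcholine (0%), high control EC100 acetylcholine (100%) | repeats = singlicate, one well per test compound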
TAAR1 agonist – human TAAR1 agonists, primary screen, Fluo-8 calcium fluorescence, CHO RD-HGA16 cells. Trace amine-associated receptor 1 (Homo sapiens), Q96RJ0. vehicle wells 0%, saturating PEA agonist 100%. activation, % at 3 µM. 0.99% of 360,000 active. AID 624467, 2012;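 active = activation above the mean activation of all test compounds in the run plus 3 SD, cut at about 38% in these data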
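Assay system – CHO-derived RD-HGA16 cells with stable Gα16 and human TAAR1 · Compound dosing – one-point dosing at 3 µM (nominal) · Incubation – 17-24 h seeding, 75 min 37 °C dye, 30 min RT · Measured by – kinetic Fluo-8 calcium fluorescence · Control set – DMSO vehicle as 0%, PEA at EC100 as 100% · Repeats – single well for each compound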
CRFR2-BP antag – antagonists of CRF-BP/CRF-R2 complex, primary screen, cell-based, HEK293, calcium dye fluorescence, uHTS. CRF-induced calcium fluorescence. inhibition, % at 11.8 µM. 0.59% of 350,000 active. AID 588475, 2011;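 active = inhibition of the ligand-induced calcium signal above about 50% at the single tested concentration, limit read from the data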
CRFR2-BP ag – agonists of CRF-BP/CRF-R2 complex, primary screen, cell-based, HEK293, calcium dye fluorescence, uHTS; activation, % at 13.2 µM; calcium dye fluorescence (FLIPR); percent of saturating CRF peptide response; 0.46% of 350,000 active; CRF-binding protein / CRF receptor 2 complex (human);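 active = activation of at least 50%, plus an integration ratio under a set limit after plate pattern correction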;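 note: plate controls were neutral control wells without compound for no effect and CRF at EC100 for full effect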
M5 antag – human M5 muscarinic receptor antagonists, primary screen, CHO cells, Fluo-8 calcium fluorescence. Muscarinic acetylcholine receptor M5 (Homo sapiens), P08912. inhibition, % at 3 µM. 0.59% of 360,000 active. CHO-hM5 cells, ACh EC80;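 active = inhibition above a per-plate cutoff, the mean of that plate's test compounds plus 3 SD, cut at about 27% in these data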;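 note: 0% = acetylcholine EC80 with DMSO and 100% = DMSO without agonist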
TAAR1 antag – human TAAR1 antagonists, primary screen, Fluo-8 calcium fluorescence, CHO RD-HGA16 cells | antagonist | AID 624466, 2012 | inhibition, % at 3 µM | Trace amine-associated receptor 1 (Homo sapiens), Q96RJ0 | 1.5% of 360,000 active;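 active = inhibition above a per-plate cutoff, the mean inhibition of test compounds on that plate plus 3 SD, cut at about 49% in these data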;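 note: 0% = DMSO plus EC80 beta-PEA response and 100% = DMSO alone without agonist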
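Test system: hTAAR1-expressing CHO RD-HGA16 cells, Gα16-coupled; Probe or stimulus: EC80 β-phenethylamine stimulus; Compound dosing: single nominal final test compound concentration of 3 µM; Timing: 140 s kinetic read after compound, 140 s after agonist; Signal: Fluo-8 calcium-sensitive fluorescence; Measure: % inhibition of agonist calcium response; Controls: DMSO and EC80 PEA controls.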
CHRM5 agonist – human M5 muscarinic receptor agonists, primary screen, CHO-K1 cells, Fluo-8 calcium fluorescence. CHO-K1 hM5 cells; 0% DMSO wells, 100% maximal acetylcholine response. activation, % at 3 µM. 0.19% of 360,000 active. AID 624037, 2012;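 active = activation above the run's mean over test compounds plus 3 SD, cut at about 23% in these data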;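 note: signal is peak over basal fluorescence ratio across the kinetic read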
M1 PAM parental – nonselective calcium activators in parental CHO-K1 cells, primary screen, counter-screen for M1 PAM project, cell-based, Fluo-8 calcium fluorescence, full deck, 1536-well. ATP EC20; 0% at ATP EC20, 100% at ATP max. activation, % at 3 µM. 0.02% of 360,000 active;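 active = activation above the run cutoff, the mean activation of all test compounds plus 3 SD, cut at about 40% in these data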;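 note: peak over basal fluorescence ratio in a 140 s read after ATP addition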
M4 PAM – human M4 muscarinic receptor positive allosteric modulators, primary screen, CHO-K1 cells, Fluo-8 calcium fluorescence | Muscarinic acetylcholine receptor M4 (Homo sapiens), P08173 | CHO-K1 hM4/Gqi5, ACh EC20; 0% = ACh EC20, 100% = maximal ACh | activation, % at 3 µM | 0.4% of 360,000 active;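 active = activation above its plate's cutoff, the mean activation of sample wells plus 3 SD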; note: some results filed as inactive read as strong as hits
Target sequence (P08173 whole entry, looked up): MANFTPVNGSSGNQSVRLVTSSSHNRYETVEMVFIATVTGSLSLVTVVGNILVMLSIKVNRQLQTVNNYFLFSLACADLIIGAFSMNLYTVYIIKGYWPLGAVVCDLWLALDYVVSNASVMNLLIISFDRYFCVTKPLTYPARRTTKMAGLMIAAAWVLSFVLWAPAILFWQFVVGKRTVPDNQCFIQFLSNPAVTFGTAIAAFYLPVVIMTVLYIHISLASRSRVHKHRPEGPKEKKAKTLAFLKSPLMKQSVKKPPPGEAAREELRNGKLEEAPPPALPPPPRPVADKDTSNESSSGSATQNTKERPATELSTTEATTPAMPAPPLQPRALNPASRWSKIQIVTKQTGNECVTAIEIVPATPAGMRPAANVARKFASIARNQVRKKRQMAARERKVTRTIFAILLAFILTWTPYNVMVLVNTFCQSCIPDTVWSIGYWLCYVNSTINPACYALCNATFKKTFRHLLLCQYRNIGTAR
An asterisk follows results filed as active; nt = no result given.

SMILES | M5 PAM | TAAR1 agonist | CRFR2-BP antag | CRFR2-BP ag | M5 antag | TAAR1 antag | CHRM5 agonist | M1 PAM parental | M4 PAM
NC(=O)c1ccc(NCC2COc3ccccc3O2)c([N+](=O)[O-])c1 (stereo not given) | -10 | 9 | 92* | -4.5 | -4 | 9 | -7 | 17 | 1
Cc1cc(C)cc(OCC(=O)NCCN2CCOCC2)c1 | -7 | -1 | 26 | -1.2 | 8 | -13 | -2 | 15 | 11
CSc1ccc(CN2CCN(C(=O)c3ccncc3)CC2)cc1 | 5 | 1 | -7 | 12 | 16 | 9 | -2 | -3 | -4
COc1ccc(Oc2c(C)oc3cc(OC(=O)N4CCOCC4)ccc3c2=O)cc1 | -4 | 4 | -5 | -0.6 | 7 | 2 | 3 | -10 | -4
CSc1ccc(C2=CC(=O)C[C@H](c3ccc(Cl)cc3)C2)cc1 | 9 | 5 | 20 | 0.7 | 5 | 10 | 0 | 6 | 8
Cc1ccc(C)n1-c1ccc(N(C)C)cc1 | 2 | 1 | -1 | 0.8 | 11 | 3 | 3 | 0 | -3
Cc1cc(C)nc(SCC(=O)Nc2ncc(Cc3cccc(Cl)c3Cl)s2)n1 | 1 | 3 | 15 | -1.3 | -10 | 7 | 0 | 10 | 14
CCNc1nc(NCC)n2c(SCC(=O)Nc3ccccc3)nnc2n1 | 3 | 1 | 2 | -1.2 | 4 | -8 | -1 | -1 | 6
COc1cc(NC(=O)c2cc([N+](=O)[O-])ccc2NC(=O)CNC2CCCCC2)cc(OC)c1 | -10 | 5 | -1 | -1.3 | 10 | 28 | -3 | 9 | -11
Cc1cc(C)n2nc(S(=O)(=O)NCCc3ccccc3)nc2n1 | 0 | 0 | -9 | -0.7 | 2 | 14 | 3 | 13 | -1
O=C(CSc1nnc(CNC(=O)c2cccs2)o1)Nc1ccc2c(c1)OCO2 | 2 | 11 | -8 | -2.6 | -5 | 9 | -2 | 2 | -4
O=C(Nc1nnc(SCc2ccc(F)cc2)s1)c1ccccn1 | -2 | 8 | -64 | 4.4 | 15 | 17 | -6 | -4 | -9
CCc1ccc(-n2c(=O)c3c(C)c(C)sc3n(CC(=O)NCC3CCCO3)c2=O)cc1 (stereo not given) | 12 | -1 | -11 | 0.2 | -8 | -6 | 6 | -2 | -1
O=C(NCCCCc1ccccc1)C1CC(c2ccccc2C(F)(F)F)=NO1 (stereo not given) | -2 | 12 | 4 | -1.0 | 20 | 12 | -9 | 9 | 7
Cc1ccccc1N1CCN(c2ncnc3c2cnn3Cc2ccc(Cl)cc2)CC1 | 0 | 6 | 3 | 0.5 | 0 | 7 | 0 | 15 | 8
O=C(O)CSCC(=O)N1CCN(c2cc(C(F)(F)F)nc3ccccc23)CC1 | -2 | 0 | 7 | -0.6 | 14 | -22 | -1 | 17 | -13
O=C(COc1ccc(S(=O)(=O)NC2CCCCC2)cc1Cl)Nc1ccc2c(c1)OCO2 | -16 | 12 | 18 | -0.1 | 5 | 29 | -2 | 8 | -14
CCN(CC(=O)Nc1ccc(NC(C)=O)cc1)C(=O)c1ccc(Sc2nncn2C)c([N+](=O)[O-])c1 | -4 | 0 | -22 | 2.0 | -2 | 5 | 1 | -3 | -7
Cc1nc(Cl)c2c(n1)NC(=O)CO2 | -2 | 3 | -20 | -2.0 | 2 | -34 | -2 | 9 | -4
Cc1ccccc1OC(C)C(=O)Nc1ccc(S(=O)(=O)N2CCCC2)cc1 (stereo not given) | -3 | 6 | -55 | 3.0 | 3 | -20 | 0 | 7 | -1
O=C(CCN1C(=O)c2ccccc2C1=O)Nc1ccccc1C(F)(F)F | -5 | -2 | 10 | -2.3 | 2 | 6 | -6 | -3 | 1
CCCOc1ccc(/C(O)=C2/C(=O)C(=O)N(CCN(C)C)C2c2ccncc2)cc1 (stereo not given) | 2 | 11 | 13 | -0.9 | -5 | 0 | -1 | 13 | 2
Cc1nc(C)c(-c2ccc(SCc3ccc(Cl)cc3)nn2)s1 | -4 | -4 | 17 | -0.2 | -3 | -14 | -4 | 4 | -5
Cc1cc(/C=N/NC(N)=S)c(C)n1-c1ccc(Cl)cc1 | -3 | 5 | -35 | -1.0 | 5 | 84* | -2 | 5 | 2

A portion from the list above:
SMILES | M5 PAM | TAAR1 agonist | CRFR2-BP antag | CRFR2-BP ag | M5 antag | TAAR1 antag | CHRM5 agonist | M1 PAM parental | M4 PAM
NC(=O)c1ccc(NCC2COc3ccccc3O2)c([N+](=O)[O-])c1 (stereo not given) | -10 | 9 | 92* | -4.5 | -4 | 9 | -7 | 17 | 1
Cc1cc(C)cc(OCC(=O)NCCN2CCOCC2)c1 | -7 | -1 | 26 | -1.2 | 8 | -13 | -2 | 15 | 11
CSc1ccc(CN2CCN(C(=O)c3ccncc3)CC2)cc1 | 5 | 1 | -7 | 12 | 16 | 9 | -2 | -3 | -4
COc1ccc(Oc2c(C)oc3cc(OC(=O)N4CCOCC4)ccc3c2=O)cc1 | -4 | 4 | -5 | -0.6 | 7 | 2 | 3 | -10 | -4

The listing continues:
SMILES | M5 PAM | TAAR1 agonist | CRFR2-BP antag | CRFR2-BP ag | M5 antag | TAAR1 antag | CHRM5 agonist | M1 PAM parental | M4 PAM
CCn1c(SCC(=O)Nc2ccc(C(=O)OC)cc2)nc2cccnc21 | -3 | 16 | -11 | -0.2 | -10 | 1 | -5 | 20 | 11
Cc1[nH]oc(=O)c1N=Nc1ccc2[nH]c(=O)[nH]c2c1 | -3 | 0 | 11 | -2.3 | 7 | -6 | 3 | -6 | -8
COc1cccc2cc(C(=O)NCCC3=CCCCC3)c(=O)oc12 | -6 | 3 | 6 | -0.6 | 6 | 22 | -2 | 8 | 10
CCOc1ccc(NS(=O)(=O)c2ccc(NC(=O)c3ccccc3C(=O)O)cc2)cc1 | -2 | 5 | 15 | -0.2 | 2 | -20 | -1 | 22 | -13
O=C(COc1ncnc2ccccc12)N1CCOCC1 | 9 | 1 | 35 | -0.1 | -4 | 10 | -3 | 14 | 5
Cc1nc(-c2ccc(F)cc2)c(CC(=O)NCC(=O)Nc2ccc(F)c(F)c2)s1 | -5 | -3 | 5 | -0.7 | 0 | -21 | -1 | 1 | -1
Cc1cc(C)n(-c2nc3ccccc3s2)n1 | 1 | -1 | -34 | -6.8 | 1 | -6 | -4 | 8 | 9
CC1CCCN(C(=O)CCNC(=O)c2ccccc2Cl)C1 (stereo not given) | -1 | 3 | -1 | -0.8 | -2 | -8 | -3 | 16 | 1
COCc1cc(C)nc(SCc2ccccc2Cl)c1C#N | -3 | 1 | 4 | -2.0 | 5 | 8 | -5 | 2 | 0
Cc1ccccc1/C=C\c1nc2ccccc2c(=O)[nH]1 | 1 | 12 | -32 | 0.4 | 5 | 1 | -2 | 19 | -7
CCOc1ccccc1C(=O)Nc1ccc(NC(=O)c2ccccc2)cc1 | -4 | 1 | -4 | 8.9 | 0 | 3 | -3 | 15 | -3
COc1ccc(CCNC(=O)C2CCN(S(=O)(=O)N3CCC4(CC3)OCCO4)CC2)cc1OC | -1 | 11 | 18 | -1.4 | -1 | -4 | 1 | 13 | 5
O=C(O)C1CC(O)CN1C(=O)c1ccco1 (stereo not given) | -2 | 10 | -16 | 1.7 | -5 | -1 | 2 | 5 | 3
COC(=O)C1[C@H]2SC(C)(C)C(C(=O)OC)N2C(=O)N1Cc1nc2ccccc2s1 (stereo not given in full) | -2 | 8 | 17 | -0.2 | 12 | 11 | -1 | 25 | 2
COc1ccc(NC(=O)Cc2cccc(F)c2)cc1S(=O)(=O)Nc1ccccc1Cl | -11 | 5 | -2 | 0.0 | 4 | -2 | 1 | -3 | -27
S=C1NC(C23CC4CC(CC(C4)C2)C3)=CC(c2ccc3c(c2)OCO3)N1 (stereo not given) | 0 | 4 | -11 | -0.8 | 6 | -6 | -2 | -12 | 3
CC1(C)OC(=O)C(=Cc2ccc(-c3ccc(S(N)(=O)=O)cc3)o2)C(=O)O1 | -2 | 5 | 81* | 1.5 | 3 | 6 | -1 | 16 | -5
O=C(O)c1ccc(S(=O)(=O)N2CCC(c3nc(-c4ccccc4Cl)no3)CC2)cc1 | 1 | 12 | -12 | -1.8 | 5 | 2 | 0 | 11 | 1
COc1ccc(NC(=O)CSc2ccc(-c3ccccn3)nn2)cc1OC | -5 | 5 | 8 | -1.7 | 1 | -14 | -1 | 25 | -6
C/C(=N\NC(=O)Cc1cc(=O)[nH][nH]1)c1cccc([N+](=O)[O-])c1 | 4 | 0 | 11 | -0.7 | 0 | 8 | 0 | 23 | 2
COc1ccc(-n2c(=S)[nH]c3cc(C(=O)NCCCN4CCCC4=O)ccc3c2=O)c(OC)c1 | -2 | 9 | -4 | -0.8 | 1 | -11 | 0 | 6 | -1
O=C(NCCN1CCCOC1=O)C(=O)NCCN1CCCOC1=O | 3 | 11 | -4 | 0.5 | -4 | 8 | 2 | 11 | -3
Cc1ccc(S(=O)(=O)N2CCOCC2)cc1NC(=O)COC(=O)c1ccccc1OCc1c(C)noc1C | -5 | 5 | 5 | -2.4 | 1 | 30 | 3 | 24 | -3
CC1CCN(S(=O)(=O)c2cccc3cccnc23)CC1 | 1 | 1 | 2 | -1.0 | 10 | 0 | -2 | -3 | -2
C[C@@H]1O[C@H](C2CC2)Cc2[nH]c(=S)[nH]c(=O)c21 | 0 | 2 | nt | nt | 4 | 2 | 0 | 9 | -4
Cc1ccc(C)c(OCCC(=O)OCC(=O)Nc2cc(S(=O)(=O)N3CCOCC3)ccc2C)c1 | -8 | 4 | -2 | 2.6 | 6 | 0 | 2 | 12 | -3
Cc1ccc(C(=O)O/N=C\c2ccc(N3CCCCC3)c([N+](=O)[O-])c2)cc1 | 2 | 0 | -4 | -1.4 | 1 | 9 | 2 | 18 | 11
Cc1ccc(C(=O)OC(C)C(=O)Nc2ccc(Cl)cn2)s1 (stereo not given) | -4 | 1 | 1 | -1.0 | 9 | -5 | -2 | 11 | 5
O=C(CSCc1cc(=O)n2ccsc2n1)Nc1ccc(F)cc1 | -13 | 1 | 5 | 0.1 | 25 | 4 | -1 | -9 | 4
CCc1c(C(=O)NCc2ccccc2Cl)[nH]c(C)c1C(C)=O | -2 | 11 | -7 | -1.2 | 0 | -1 | 1 | 16 | -4
O=C(Nc1ccc(C(O)c2ccccc2)cc1)[C@@H]1O[C@H](CO)[C@@H](O)[C@H]1O (stereo not given in full) | -4 | 3 | nt | nt | 3 | -26 | 0 | 10 | 0

Screening results from PubChem BioAssay.

Compounds were not picked by outcome; any-hit rate near 4.2%.
